High-throughput results (PubChem)
M4 ag – human M4 muscarinic receptor agonists, primary screen, CHO-K1 cells, Fluo-8 calcium fluorescence | Muscarinic acetylcholine receptor M4 (Homo sapiens), P08173 | CHO-K1 hM4/Gqi5; vehicle 0%, full acetylcholine response 100% | activation, % at 3 µM | 0.14% of 360,000 active | AID 624127, 2012;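 active = activation above the run mean over all test wells plus 3 SD, cut at about 32% in these data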;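 also: peak over basal fluorescence ratio per well then scaled between controls; 0% = DMSO wells and 100% = acetylcholine at EC100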
Target sequence (P08173 whole entry, looked up): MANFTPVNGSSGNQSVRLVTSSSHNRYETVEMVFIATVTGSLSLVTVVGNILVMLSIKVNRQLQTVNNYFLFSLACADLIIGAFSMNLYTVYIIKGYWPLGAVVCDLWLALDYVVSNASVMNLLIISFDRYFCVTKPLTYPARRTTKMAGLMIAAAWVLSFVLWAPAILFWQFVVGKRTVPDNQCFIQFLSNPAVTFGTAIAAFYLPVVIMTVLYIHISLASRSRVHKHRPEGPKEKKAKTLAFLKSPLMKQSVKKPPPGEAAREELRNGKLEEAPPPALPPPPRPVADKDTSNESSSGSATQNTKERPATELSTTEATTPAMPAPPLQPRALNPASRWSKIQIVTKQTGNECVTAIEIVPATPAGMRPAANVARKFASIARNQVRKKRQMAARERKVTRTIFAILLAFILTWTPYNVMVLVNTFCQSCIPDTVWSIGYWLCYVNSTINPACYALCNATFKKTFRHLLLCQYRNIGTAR
M1 antag – human M1 muscarinic receptor antagonists, primary screen, CHO-K1 cells, Fluo-8 calcium fluorescence, 1536-well; 1.3% of 360,000 active; Muscarinic acetylcholine receptor M1 (Homo sapiens), P11229; CHO-K1 hM1, ACh EC80 antagonist; inhibition, % at 3 µM;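 active = percent inhibition above its own plate's cutoff, namely the mean of that plate's compound wells plus 3 SD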;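 also: peak over basal fluorescence ratio during 140 s after agonist addition; 0% = ACh EC80 plus DMSO and 100% = DMSO alone without agonist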
CHRM4 antagonist – human M4 muscarinic receptor antagonists, primary screen, CHO cells, Fluo-8 calcium fluorescence. Muscarinic acetylcholine receptor M4 (Homo sapiens), P08173. CHO-hM4 cells, ACh EC80. inhibition, % at 3 µM. 0.73% of 360,000 active. AID 624125, 2012;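 active = inhibition above its plate's cutoff, the mean inhibition of sample wells plus 3 SD, cut at about 27% in these data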;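 also: 0% = acetylcholine EC80 with DMSO and 100% = DMSO without agonist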
M5 ag – human M5 muscarinic receptor agonists, primary screen, CHO-K1 cells, Fluo-8 calcium fluorescence; Muscarinic acetylcholine receptor M5 (Homo sapiens), P08912; CHO-K1 hM5 cells; 0% DMSO wells, 100% maximal acetylcholine response; activation, % at 3 µM; 0.19% of 360,000 active; AID 624037, 2012;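 active = activation above the run's mean over test compounds plus 3 SD, cut at about 23% in these data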;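 also: signal is peak over basal fluorescence ratio across the kinetic read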
Target sequence (P08912 whole entry, looked up): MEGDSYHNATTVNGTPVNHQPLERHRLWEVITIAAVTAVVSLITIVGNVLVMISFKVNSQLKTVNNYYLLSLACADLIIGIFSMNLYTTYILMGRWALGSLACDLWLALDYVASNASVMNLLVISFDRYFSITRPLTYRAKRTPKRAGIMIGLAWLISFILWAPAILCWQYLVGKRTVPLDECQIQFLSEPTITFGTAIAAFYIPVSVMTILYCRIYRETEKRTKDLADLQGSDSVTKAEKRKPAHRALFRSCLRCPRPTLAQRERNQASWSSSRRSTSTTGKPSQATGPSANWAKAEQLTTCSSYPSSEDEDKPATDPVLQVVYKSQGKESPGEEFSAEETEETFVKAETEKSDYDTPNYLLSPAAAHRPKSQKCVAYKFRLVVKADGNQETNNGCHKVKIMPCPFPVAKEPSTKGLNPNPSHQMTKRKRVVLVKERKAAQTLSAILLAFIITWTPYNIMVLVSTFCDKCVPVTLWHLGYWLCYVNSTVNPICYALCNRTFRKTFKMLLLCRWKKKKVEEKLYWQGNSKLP
CHRM5 antagonist – human M5 muscarinic receptor antagonists, primary screen, CHO cells, Fluo-8 calcium fluorescence | inhibition, % at 3 µM | CHO-hM5 cells, ACh EC80 | 0.59% of 360,000 active;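 active = inhibition above a per-plate cutoff, the mean of that plate's test compounds plus 3 SD, cut at about 27% in these data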;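 also: 0% = acetylcholine EC80 with DMSO and 100% = DMSO without agonist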
M5 PAM – human M5 muscarinic receptor positive allosteric modulators, primary screen, CHO-K1 cells, Fluo-8 calcium fluorescence | activation, % at 3 µM | CHO-K1 hM5, ACh EC20 PAM; 0% = ACh EC20, 100% = ACh EC100 | 0.3% of 360,000 active;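 active = activation above the run cutoff, the mean activation of all test compounds plus 3 SD, cut at about 18% in these data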
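System: CHO-K1 cell line with stable human muscarinic M5 receptor expression | Also added: EC20 acetylcholine as agonist stimulus | Compound: One concentration, 3 µM final (nominal) | Timing: Fluo-8 loading 80 min at 37 °C plus 30 min room temperature | Measured by: Fluo-8 calcium dye fluorescence, kinetic read | Read-out basis: % activation, ACh-normalized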
CRFBP-R2 agonist – agonists of CRF-BP/CRF-R2 complex, primary screen, cell-based, HEK293, calcium dye fluorescence, uHTS; CRF-binding protein / CRF receptor 2 complex (human); calcium dye fluorescence (FLIPR); percent of saturating CRF peptide response; activation, % at 13.2 µM; 0.46% of 350,000 active; AID 588473, 2011;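 active = activation of at least 50%, plus an integration ratio under a set limit after plate pattern correction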;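 also: plate controls were neutral control wells without compound for no effect and CRF at EC100 for full effect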
M4 PAM – human M4 muscarinic receptor positive allosteric modulators, primary screen, CHO-K1 cells, Fluo-8 calcium fluorescence; activation, % at 3 µM; AID 624126, 2012; CHO-K1 hM4/Gqi5, ACh EC20; 0% = ACh EC20, 100% = maximal ACh; 0.4% of 360,000 active; Muscarinic acetylcholine receptor M4 (Homo sapiens), P08173;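 active = activation above its plate's cutoff, the mean activation of sample wells plus 3 SD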; also: some results filed as inactive read as strong as hits
M1 PAM – human M1 muscarinic receptor positive allosteric modulators, primary screen, CHO-K1 cells, Fluo-8 calcium fluorescence, 1536-well; Muscarinic acetylcholine receptor M1 (Homo sapiens), P11229; AID 588819, 2011; activation, % at 3 µM; CHO-K1 hM1, ACh EC20; 0% = ACh EC20, 100% = maximal ACh; 0.088% of 360,000 active; in the data active = activation above about 19%, passing the limit was not always enough
* = called active by the depositor; nt = no result given.

Below each SMILES: M4 ag, M1 antag, CHRM4 antagonist, M5 ag, CHRM5 antagonist, M5 PAM, CRFBP-R2 agonist, M4 PAM, M1 PAM
CCOC(=O)C1=C(C)NC2=C(C(=O)CC(c3cccs3)C2)C1c1cccs1 (stereo unspecified)
 : 6, 7, 3, -8, 6, -21, 0.4, -11, -2
CN(C)NC(=S)Nc1ccc2nc(-c3ccccn3)c(-c3ccccn3)nc2c1
 : 2, 13, -2, -6, 0, -5, 59*, -5, -4
CCN(CC)S(=O)(=O)c1ccc(NC(=O)COc2nc3ccccc3nc2N2CCOCC2)cc1
 : 0, -5, 3, 0, 3, -4, 0.5, 0, 6
Cc1ccc(NC(=S)N(Cc2ccco2)C2CCN(C(C)C)CC2)cc1
 : 2, -1, -3, -6, 10, -3, 1.4, 0, -1
COc1cc(C(=O)n2nc(C)cc2C)ccc1O
 : 1, -39, -3, -2, -7, -3, 0.5, 0, 16
Cn1cccc1C(=O)NC(=O)COC(=O)c1cc(Cl)ccc1[N+](=O)[O-]
 : 8, 18, 1, 1, 5, -14, -1.1, -19, -11
COc1ccc(-c2ccc(C(=O)Nc3ccc4c(c3)OCO4)c3occc23)c(C)c1
 : 0, 9, 1, -1, 12, -10, nt, -4, -8
Cc1ccc(S(=O)(=O)N2CCN(Cc3nc4ccccc4n3C)CC2)cc1
 : 5, -6, 2, 5, 4, -9, -0.2, -3, 3
CC(C)(C)NC(=O)Nc1ccc2nccnc2c1
 : 0, 2, 10, -3, 0, -5, 0.0, 7, -2
CC(C)Oc1ccc(OCCNC2CCCC2)cc1
 : 0, 1, 9, -6, -3, -1, 0.0, -18, -9
COc1ccc(CCNC(=O)c2ccccc2-c2ccccc2C(=O)O)cc1OC
 : 0, -4, -18, -2, 2, -2, -0.2, 7, 5
COc1cccc(CNc2nc3cc(-c4ccccc4CO)sc3c(=O)n2C)c1
 : 2, -6, 4, 1, -7, 5, nt, 0, 5
O=C(NC1CCCCC1)C1CCCN(c2nnnn2-c2ccccc2)C1 (stereo unspecified)
 : 0, 12, -1, 4, -5, 7, -1.1, 0, 5
O=C(Cn1c(=O)c(=O)n(Cc2ccccc2)c2ccc(Cl)cc21)Nc1ccc(F)cc1F
 : 0, -3, -7, 4, 7, 2, 1.5, -2, 11
C=CCNC(=O)c1ccccc1NC(=O)c1ccccc1
 : 1, -3, -17, 0, -11, 2, 4.4, 11, -2
Cc1cc(C(=O)Nc2nnc(-c3ccccc3)s2)no1
 : 0, -2, -2, 1, -4, 6, 0.0, 3, 8
Cc1ccc(S(=O)(=O)NCCC(=O)NCCN2CCCCCC2)cc1
 : 1, -3, 6, -2, 2, 0, 1.4, -4, -5
O=C(CNC(=O)N1CC(=O)Nc2ccccc21)Nc1ccccc1F
 : 0, -15, -15, 0, 5, 1, 0.5, -2, 12
Cc1ccc(/C=N/NC(=O)CN2CCN(Cc3ccccc3)CC2)s1
 : 2, -8, -13, -4, -7, -2, -0.6, -1, 5
Cc1ccc(NC(=O)C(C)SCc2ccccc2)cc1 (stereo unspecified)
 : -1, -9, -9, 0, -4, 2, -0.4, -3, 4
O=C(Nc1ccc(S(=O)(=O)NCCc2ccccc2)cc1)c1ccncc1
 : 15, 13, 10, 6, 24, -13, 0.2, -7, -5
Cc1nnc(SC(C)C(=O)Nc2ccc(S(=O)(=O)NC3CCCCC3)cc2)s1 (stereo unspecified)
 : 15, 0, 4, 16, 14, -12, -1.0, -3, -11
Clc1cccc(Cl)c1COn1nnc2ccccc21
 : 0, -21, 0, -4, 6, -8, -0.6, 5, 14
COc1ccc(C2/C(=C(/O)c3ccc(OC(C)C)cc3)C(=O)C(=O)N2CCCN2CCOCC2)cc1 (stereo unspecified)
 : 1, -15, -13, -1, 1, -2, 1.3, 3, 1
Cc1nc(S(=O)(=O)Cc2ccccc2Cl)nc2c1CCC2
 : 1, -11, 1, -1, -2, 3, -0.1, 11, 7
Cc1[nH]c2ccccc2c1C(=O)CN1CCN(c2ccc(Cl)cc2)CC1
 : 4, -2, 3, 2, 10, -8, -0.2, -3, 4
CCOC(=O)N1CCN(CC(O)c2ccccc2)CC1 (stereo unspecified)
 : 0, -8, -16, -17, 6, 5, 1.1, 5, 0
COc1ccc(CNC(=O)c2cc(-c3ccc(OC)c(OC)c3)on2)cc1
 : 2, -3, -20, -2, -6, -5, -7.8, 12, 2
CCOC(=O)C1CCCN(C(=O)C(=O)c2cn(CC(=O)N3CCOCC3)c3ccccc23)C1 (stereo unspecified)
 : 1, -9, -7, -3, 14, -7, 1.1, 3, 11
COc1ccccc1Oc1nnnn1-c1ccc(C(N)=O)cc1
 : 2, 3, -13, 2, -9, 4, -2.9, 7, 10

Going on with the list:
Below each SMILES: M4 ag, M1 antag, CHRM4 antagonist, M5 ag, CHRM5 antagonist, M5 PAM, CRFBP-R2 agonist, M4 PAM, M1 PAM
COc1ccc(C)cc1NC(=O)C(c1ccccc1)N1CCN(CC(=O)N2CCOCC2)CC1 (stereo unspecified)
 : 2, -4, -19, -5, 1, -1, -1.2, 1, 3
Cc1ccc2c(c1)nnn2C1CCN(C(=O)NCc2ccccc2)CC1
 : 1, -6, -3, -1, -17, 1, -1.0, -3, 11
C[C@H](CO)N1C[C@H](C)[C@H](CN(C)C(=O)Nc2ccc(C(C)(C)C)cc2)OCc2cnnn2CCCC1=O
 : 1, 3, -16, -1, -11, 6, 5.0, 2, -3
O=C(COC(=O)COc1ccccc1)NC1CCCC1
 : 1, -7, -7, 3, 0, 3, -1.6, 1, 12
CCCC(C)c1nc(C(N)=O)c2[nH]c(=O)n(-c3ccc(OC)cc3OC)c2n1 (stereo unspecified)
 : 16, 22, 10, 1, 19, -13, 2.9, -9, -9
Cc1ccc(OCC(O)CN2CCN(CCO)CC2)c(C)c1 (stereo unspecified)
 : 0, -18, 4, -4, 7, 4, 0.4, -1, 5
O=C(C(=O)N1CCN(c2cccc(Cl)c2)CC1)N1CCCCC1
 : 2, 2, -2, 5, -9, 4, -1.1, -1, -1
COc1cccc(CNC(=O)CSc2nnc3c(n2)[nH]c2ccc(OC)cc23)c1
 : -1, -8, 14, -2, 7, 3, -1.5, -3, 13
CCOC(=O)C1CCCN(C(=O)c2cc(S(=O)(=O)N3CCCCC3)ccc2Cl)C1 (stereo unspecified)
 : 5, 11, 1, 5, 5, -4, -0.2, -4, -10
Cc1noc(C)c1-c1ccc(C(=O)NCc2ccncc2)c2occc12
 : 8, 6, -6, 5, 8, -8, nt, -5, -5
CC(=O)Nc1cc2nn(-c3ccccc3)nc2cc1Cl
 : 0, -19, 2, -2, 3, 2, -0.2, -1, 4
CCc1nnc(SCC(=O)Nc2ccccc2Cl)nc1CC
 : 4, -9, 2, -1, 10, 0, -1.7, -11, 7
Cc1ccc(S(=O)(=O)N(C)C)cc1NC(=O)COC(=O)Cc1n[nH]c(=O)c2ccccc12
 : 1, 10, 2, -4, 17, -11, 1.1, -2, -8
CN(Cc1ccccc1)C(=O)c1nc2ccccn2c1CN1CCCC1c1nccs1 (stereo unspecified)
 : 6, 4, 1, 1, 3, -5, -1.4, -3, 0
Cc1ccc2c(c1)N(CC(=O)Nc1c(C)cccc1C)C(=O)c1cccnc1O2
 : 0, -21, -5, 0, -2, 3, -0.8, -1, 15
CCN1CCN(C(=O)CN(C)S(=O)(=O)c2cc(C)ccc2OC)CC1
 : 0, 3, 1, -2, -1, 5, 11, 3, 3
CCOCC(=O)N1CCCC(C(=O)OCC)C1 (stereo unspecified)
 : 0, 101*, -3, 3, -7, 5, 1.9, 2, 0
COc1ccc(Cl)cc1C(=O)C1CCCN(Cc2cnc(N3CCOCC3)s2)C1 (stereo unspecified)
 : 3, 10, -2, -5, -4, -7, 2.9, -4, -11
O=C(Cc1ccccc1)N/N=C/c1cccc([N+](=O)[O-])c1
 : 4, 2, 13, -1, 1, -4, -0.9, -5, -4
Cc1cc2c(cc1C)-n1nnnc1C(N1CCN(c3ccccn3)CC1)C(c1ccc3c(c1)OCO3)=N2 (stereo unspecified)
 : 3, nt, -4, -2, 15, -7, nt, 1, nt
O=C(Nc1cc2c3c(c1)CC(=O)N3CCC2)c1ccco1
 : 0, 6, -3, 1, 1, 7, -1.3, 2, -2
C/C(CCc1ccc2c(c1)OCO2)=N\N=C1\NC(=O)CC(C(=O)Nc2ccccc2)S1 (stereo unspecified)
 : 1, -1, 0, -1, 7, 1, -0.8, 5, 4
Cc1ccc(CN(Cc2ccccn2)C(=O)Nc2c(F)cccc2F)cc1
 : 0, 3, 5, -8, 4, -4, -3.8, -5, 0
COc1ccc(/C=N/NC(=O)CCN2CCN(c3ccccc3)CC2)c(OC)c1OC
 : 2, -8, 10, -2, 0, -4, -0.1, -2, 4
Cc1ccc(NC(=O)c2cc(CC(C)C)nc3ccccc23)cc1
 : 3, -13, -12, -3, 8, -3, -1.4, -1, 2
COc1ccccc1N1CCN(C(=O)CN2C(=O)c3cccc4cccc(c34)C2=O)CC1
 : -1, -8, -19, -1, -3, 8, 0.2, 7, 6
CC(C)C(=O)NC(c1ccc(Cl)cc1Cl)c1ccc2cccnc2c1O (stereo unspecified)
 : 1, -15, -25, 0, -1, 3, 0.4, 2, 9

Compound profiles, from the list above. Screens in order: M4 ag, M1 antag, CHRM4 antagonist, M5 ag, CHRM5 antagonist, M5 PAM, CRFBP-R2 agonist, M4 PAM, M1 PAM
C/C(CCc1ccc2c(c1)OCO2)=N\N=C1\NC(=O)CC(C(=O)Nc2ccccc2)S1 (stereo unspecified) across the screens: 1, -1, 0, -1, 7, 1, -0.8, 5, 4
Cc1ccc(S(=O)(=O)N(C)C)cc1NC(=O)COC(=O)Cc1n[nH]c(=O)c2ccccc12 across the screens: 1, 10, 2, -4, 17, -11, 1.1, -2, -8
